# GoLoco inh red – blocks human Gai1 binding to RGS12 GoLoco peptide, red readout; P63096; Gai1:RGS12 GoLoco peptide FP, rhodamine, 10 min; Potency, µM (doses to about 61.6 µM), without a hit: top-dose activity, negative = inhibition, hits mostly inhibitors; actives 0.44% (n = 230,000); AID 880; active means well fitted inhibition curve with a large enough effect, not every such curve was filed as active; inactive means no such curve, though single readings can be large or run the other way; further: nearly all actives have a fitted effect of over 30% in size; many of its hits are not listed in these tables
# Target sequence (P63096 whole entry, looked up): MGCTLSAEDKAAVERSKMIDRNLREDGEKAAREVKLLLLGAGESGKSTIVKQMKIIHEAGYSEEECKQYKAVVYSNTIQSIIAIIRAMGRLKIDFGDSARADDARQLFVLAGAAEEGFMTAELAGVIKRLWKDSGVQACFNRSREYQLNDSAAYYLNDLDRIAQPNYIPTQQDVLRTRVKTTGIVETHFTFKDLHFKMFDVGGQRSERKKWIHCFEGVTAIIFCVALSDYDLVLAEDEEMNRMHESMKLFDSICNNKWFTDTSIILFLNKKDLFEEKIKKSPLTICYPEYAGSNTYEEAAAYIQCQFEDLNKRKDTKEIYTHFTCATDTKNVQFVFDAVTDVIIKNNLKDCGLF
# TR SRC2 fluor cs – Texas Red fluorescence interference in TRb-SRC2 counter-screen; TRb/SRC2 Texas Red total fluorescence interference; Potency, µM (titrated, usually from 106 µM), for the others: at the highest dose fluorescence change, negative = quenching; actives 0.29% (n = 280,000); AID 1479; active means well fitted curve in either direction with a large enough effect; inconclusive means small, poorly fitted or top-dose-only effect
#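 Human TRβ ligand-binding domain (0.6 uM) and Texas Red SRC2 peptide (20 nM) in Tris buffer with 1 uM T3 and 5% DMSO were incubated with pinned compound for 5 hr at ambient temperature. Total fluorescence was computed as S + 2P (555/632 nm).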
# TRb-SRC2 inh – disrupts binding of human TR beta to SRC2; TRbeta-SRC2 peptide binding, fluorescence polarization; receptor liganded with 1 µM T3; Potency, µM (titrated, usually from 106 µM), for inactives: at the highest dose activity change, negative = inhibition, actives largely listed as inhibitors; actives 0.065% (n = 280,000);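 further: plate controls were bound peptide for no effect and peptide without receptor for full effect; nearly all actives have a fitted effect of over 50% in size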
# Target sequence (P10828 whole entry, looked up): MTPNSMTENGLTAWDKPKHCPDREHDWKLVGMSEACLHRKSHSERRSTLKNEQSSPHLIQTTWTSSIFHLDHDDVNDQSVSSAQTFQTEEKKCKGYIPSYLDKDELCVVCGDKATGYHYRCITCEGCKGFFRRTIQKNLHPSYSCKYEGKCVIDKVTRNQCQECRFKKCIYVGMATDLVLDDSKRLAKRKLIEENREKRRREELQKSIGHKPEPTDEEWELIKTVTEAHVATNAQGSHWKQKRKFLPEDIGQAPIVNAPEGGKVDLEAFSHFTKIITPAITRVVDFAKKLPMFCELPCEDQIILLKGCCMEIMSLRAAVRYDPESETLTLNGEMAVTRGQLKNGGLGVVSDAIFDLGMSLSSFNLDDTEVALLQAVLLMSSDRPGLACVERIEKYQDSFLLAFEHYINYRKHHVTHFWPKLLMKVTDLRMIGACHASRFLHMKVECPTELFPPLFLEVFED
#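 Binding of a 20-amino-acid Texas Red SRC2 peptide (20 nM) to TRb ligand-binding domain (0.6 uM) with agonist T3 at 1 uM was followed by fluorescence polarization after a 5 hr room-temperature incubation.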
# GAA spleen mod – lysosomal alpha-glucosidase (human) modulation; P10253; human spleen homogenate, 4-MU-alpha-glucoside fluorescence; Potency, µM (doses to about 79.9 µM), for the others: at the highest dose activity change, negative = inhibition, hits mostly inhibitors; actives 0.006% (n = 240,000); AID 2112;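 further: 0% = enzyme with vehicle and -100% = no enzyme basal signal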
#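 Compounds were titrated against alpha-glucosidase in spleen homogenate at pH 5.0, with 1 mM 4-methylumbelliferyl substrate for 40 min at 37 C. Reactions were quenched with pH 10 NaOH/glycine and fluorescence measured.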
# GAA glycogen mod – inhibitors or activators of human alpha-glucosidase glycogen cleavage. P10253. recombinant GAA, glycogen substrate, Amplex Red glucose oxidase fluorescence. Potency, µM (doses to about 76.4 µM), for inactives: at the top dose activity change, negative = inhibition, usual class: inhibitors. actives 0.38% (n = 300,000). AID 2100;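 further: 0% = full enzyme reaction and -100% = no-enzyme basal signal; the screen sought inhibitors and activators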
#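 qHTS, 1536-well; enzyme 4 nM final; cpd up to 77 uM; substrate bovine liver glycogen 30 ug; 50 mM citrate/phosphate pH 5.0, 0.01% Tween-20; 37 C, 40 min; Amplex Red detection 45 min RT; Hill fit → AC50.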
# RECQ1 helicase – blocks DNA unwinding by human RECQ1. P46063. RECQ1 DNA unwinding, red fluorescence kinetic read. Potency, µM (titrated, usually from 57.3 µM), inactives show at the highest dose activity, negative = inhibition, most hits filed as inhibitors. actives 0.54% (n = 240,000). AID 2549;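 further: plate controls were vehicle for no effect and no enzyme for full effect; nearly all actives have a fitted effect of over 30% in size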
#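 50 nM RECQ1T1 preincubated 15 min with compound in Tris pH 8.0 buffer with MgCl2, DTT, Tween-20 and 2.5 ug/ml poly(dI-dC); started with 200 nM TAMRA/BHQ-2 forked duplex and 2 mM ATP. Unwinding read as fluorescence (525/598 nm), two reads 2 h apart.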
# L3MBTL1 inh – L3MBTL1 (human) inhibition; Q9Y468; AlphaScreen L3MBTL1–H3K9me1 peptide binding; Potency, µM (doses to about 57.1 µM), for inactives: at the highest dose activity, negative = inhibition, actives largely listed as inhibitors; actives 0.66% (n = 230,000); AID 485360; further: nearly all actives have a fitted effect of over 60% in size
#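 L3MBTL1 50 nM + b-AHA-H3(1-15)K9me1 75 nM, 30 min RT; compound added, 30 min RT; streptavidin donor/Ni-chelate acceptor beads 10 ug/mL each final, 30 min RT dark; AlphaScreen read.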
# GAA inh – alpha-glucosidase (human) inhibition | purified human GAA, 4-MU-alpha-glucoside fluorescence | Potency, µM (series often up to 76.9 µM), without a hit: at the highest dose activity change, negative = inhibition, most hits filed as inhibitors | actives 0.005% (n = 200,000) | AID 1466;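 further: plate controls were uninhibited enzyme wells for no effect and no-enzyme background for full effect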
#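 Enzyme (4 nM final) mixed with compound (up to 77 uM), then 4-MU-alpha-D-pyranoside (400 uM final) added; 20 min at room temperature, pH 5.0. Reaction stopped at pH 10, fluorescence read, AC50 derived by Hill fit.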
# * marks the source's active call; other numbers are inactive results; i = inactive; ? = inconclusive; / = no result given; & = joins results of further samples; [ ] = dose if it differs, or a comment. Unless noted, the call rests on the fitted dose curve; in most records, active means well fitted curve in the direction sought with a large enough effect; inconclusive means small, poorly fitted or top-dose-only effect, or another doubt; inactive means no such curve, though single readings can be large; an effect the other way counts as inactive or inconclusive. Unless noted, on the % scale 0 is the no-effect control and ±100 the full control effect; potency means the concentration at half of the fitted maximal effect. This is a subset (hit frequency here may not be typical).
# Every second line gives: GoLoco inh red | TR SRC2 fluor cs | TRb-SRC2 inh | GAA spleen mod | GAA glycogen mod | RECQ1 helicase | L3MBTL1 inh | GAA inh
- NC(=NCCc1c[nH]c2ccccc12)NS(=O)(=O)c1ccc(F)cc1
→ 6% | 0% | 0% | 3% | -8% | -17% | 1% | -3%
- CCOC(=O)c1ccc(CNC(=O)C2CCCCC2C(=O)OCC(F)(F)F)o1 (stereo not drawn)
→ 0% | -3% | 0% | -14% | ? | -5% | -2% | -4%
- O=C(O)c1ccccc1-c1ccccc1C(=O)Nc1cccc(Br)c1
→ -8% | -1% | 6% | 1% | 8% | 12% | 8% | -12%
- COc1cccc(NC(=S)/C(=C(\[O-])c2ccc(C)c([N+](=O)[O-])c2)[n+]2ccccc2)c1
→ 2% | 3% | -1% | -6% | -4% | 9% | / | -1%
- O=C1CCN1C1(C(=O)NC2CCCCC2)CCCC1
→ 4% | 0% | 1% | -9% | -2% | -6% | 9% | 5%
- O=c1c2ccccc2n2cnnc2n1-c1ccccc1
→ 2% | -3% | 1% | -5% | 4% | -8% | 2% | -4%
- COC(=O)c1sc(NC(=O)c2ccco2)nc1C
→ -8% | -1% | -12% | 10% | -1% | 12% | -9% | 8%
- O=C(CSc1oc(-c2ccc(F)cc2)nc1S(=O)(=O)c1ccccc1)NCC1CCCO1 (stereo not drawn)
→ 3% | 2% | -19% | 2% | 9% | -7% | -29% | 3%
- O=C(NCCc1csc(-c2cccnc2)n1)c1cccc2ccccc12
→ 9% | 1% | -15% | -4% | -5% | i | -7% | -1%
- O=C(COc1ccccc1C(=O)Nc1ccccc1)c1ccc(F)cc1
→ -16% | -1% | 0% | -8% | 3% | i | 2% | -8%
- COc1cc2c(cc1OC)C(c1ccccc1)=NCC2
→ 4%&5% | -1%&-4% | 3%&5% | 6%&-2% | 7% | 7%&13% | -1% | -10%[15.4 µM]
- Cc1ccc(SCC(=O)n2nc(C)cc2C)cc1
→ -1% | -2% | -4% | -3% | -2% | 4% | 5% | 5%
- Cc1noc(C)c1CCC(=O)N1CCCC(CCC(=O)NCc2ccc(F)c(F)c2)C1 (stereo not drawn)
→ 25% | -6% | -1% | 0% | -10% | -3% | -5% | ?
- CNC(=O)CN1C(=O)c2ccccc2S1(=O)=O
→ -3% | -2% | -13% | 1% | 10% | -3% | / | ?
- COc1cc(C(=O)Nc2ccc(S(=O)(=O)NC(C)C)cc2)cc(OC)c1OC
→ 4% | -4% | -5% | -5% | 3% | -8% | / | 1%
- O=C(Nc1nc(-c2cccnc2)cs1)c1ccc(S(=O)(=O)N2CCOCC2)cc1
→ / | 5% | -1% | -4% | 3% | -4% | -2% | -5%
- CCc1nc(C)cc(N)c1OCc1ccccc1
→ 2% | -1% | 0% | -1% | 5% | -4% | -2% | -4%
- COC(=O)c1cc2sccc2n1Cc1nc(-c2ccc(OC)cc2)oc1C
→ 18% | 1% | 2% | -5% | -5% | i | -1% | -8%
- Fc1ccc2c(c1)[C@H]1OCC[C@H]1[C@@H](c1ccco1)N2
→ -71% | -1% | 11% | 2% | ? | 0% | 24%[11.4 µM] | 4%
- Cc1cccc(NC(=O)C(c2cccc([N+](=O)[O-])c2)N2CCCCC2)c1 (stereo not drawn)
→ 10% | -4% | -8% | -8% | -7% | i | -1% | 1%
- COc1ccc(C(C)NC(=O)c2ccc([N+](=O)[O-])cc2)cc1OC (stereo not drawn)
→ 12% | 0% | -7% | 6% | -2% | 1% | 10% | -10%
- O=C(COc1ncnc2ccccc12)Nc1cccc(S(=O)(=O)N2CCOCC2)c1
→ -17% | -17% | 2% | 7% | -3% | -4% | -4% | -4%
- CCOC(=O)c1ccc(COc2ccc(C(C)C)cc2)o1
→ 8% | -2% | 2% | -1% | -13% | -16% | 77%[activator] | /
- CCCCC/C=C\C/C=C\C/C=C\CCCCC(=O)NC(C)C(=O)O (stereo not drawn)
→ 3% | -2% | 4% | 9% | / | i | / | /
- Cc1n[nH]c(C)c1CCNCc1ccc(OCC(O)CN2CCCCC2)cc1 (stereo not drawn)
→ 27% | 1%[53 µM] | 1%[53 µM] | -5% | -5% | -1% | -5% | 11%
- O=C1CCNc2ccc(-c3ccccc3)cc21
→ -18% | -2% | -3% | 2% | -14% | -16% | 21% | -7%
- O=C(CCCN1C(=O)c2cccc3cccc(c23)C1=O)Nc1ccon1
→ 13% | -1%[53 µM] | -2%[53 µM] | 0% | 7% | 11% | -1% | 15%
- COP(=O)(CN(Cc1ccccc1)C(=S)Nc1c(C)cccc1C)OC
→ 8% | 0% | -4% | -2% | -2% | -4% | 5% | -1%
- Cc1ccc(S(=O)(=O)N2CCN(c3nc(C)c4c(c3C#N)CC(C)(C)OC4)CC2)cc1
→ / | 2% | -12% | 2% | -9% | -1% | -4% | -15%
- CC(OC(=O)C12CC3CC(CC(O)(C3)C1)C2)C(N)=O (stereo not drawn)
→ 13% | -1% | 0% | -11% | 7% | i | / | -7%
- CCOC(=O)Cc1c(Cl)c2ccccc2[nH]c1=O
→ 13% | -1% | 0% | 5% | 9% | i | 6% | -2%
- COc1ccc(-c2cc(=O)[nH]c(=O)[nH]2)cc1
→ -6% | -7% | -3% | -7% | 2% | 0% | -3% | 3%
- CSc1nnc(-c2ccccc2)c(-c2ccccc2)n1
→ -9% | -1% | 5% | 2% | 7% | i | 1% | /
- COc1ccc(C2c3c(oc4ccccc4c3=O)C(=O)N2c2ccccn2)cc1 (stereo not drawn)
→ 8% | -2% | -4% | -2% | -20% | 0% | / | -3%
- CC#CCN1C(=O)N[C@@H](c2ccccc2)C(C(=O)OC)=C1C
→ 8%[14.2 µM] | -1%[11.2 µM] | 3%[11.2 µM] | -1%[17.4 µM] | / | 9%[11.5 µM] | / | /
- O=C(Nc1ccccc1)c1c2c(nc3ccccc13)CCCC2
→ -8% | -3% | -1% | 5% | 2% | i | 11% | -5%[15.4 µM]
- COc1ccc2c([N+](=O)[O-])c(Cl)[nH]c2c1
→ 0% | 0% | 5% | 1% | -15% | 8% | -9% | 10%
- COc1ccc(-n2c(=O)c3ccccc3c3ccccc3c2=O)cc1
→ 11% | -2% | -12% | -2% | -1% | 0% | -10% | 6%
- C/C(=N\N1CCN(Cc2ccccc2Cl)CC1)c1ccc(F)cc1
→ 13% | -1% | 0% | 0% | ? | i | -1% | /
- CCCC(=O)Nc1cccc(Oc2nc(C)cc(C)c2C#N)c1
→ -4% | 2% | 2% | -2% | 10% | -8% | -1% | -1%
- CC(=O)c1ccc(NS(=O)(=O)c2ccc(C(C)(C)C)cc2)cc1
→ 2% | -6% | -9% | -7% | -2% | -7% | -5% | -7%
- C=CCNC(=S)NCCO
→ 29% | -1% | 6% | 3% | -2% | 4% | -13% | /
- O=C(CSc1nc2ccc(Cl)cc2[nH]1)N1CCN(C(=O)c2ccco2)CC1
→ 24% | 6% | 3% | 1% | 8% | -13% | 6% | 1%
- CC(C)n1nnnc1SCC(=O)NCCc1ccccc1
→ 5% | 0% | -3% | -6% | 6% | -1% | 13% | -2%
- CCN(C1CCCCC1)S(=O)(=O)c1ccc(S(=O)(=O)NCCc2ccncc2)cc1
→ -2% | -2% | -11% | 5% | -20% | -9% | 5% | -5%
- COC(=O)C1C(O)C(C)C(O)C(C)(O)/C=C\C=C(/C)C(=O)Nc2c(C)c(OC(C)=O)c3c(c2O)C(=O)C(C)=C2OCOC(=C23)/C(C)=C/C(C)(O)C(O)C(C)C1O (stereo not drawn)
→ -20% | 1% | -1% | -8% | 3% | 8% | / | /
- COC(=O)c1ccc(CN2CCN(Cc3ccccc3)C(CCO)C2)cc1 (stereo not drawn)
→ 0% | -3% | 0% | 0% | -3% | i | -2% | /
- COc1ccc([C@@H]2Sc3cc(OC)ccc3N(CCN(C(C)C)C(C)C)C(=O)[C@H]2OC(C)=O)cc1
→ -7% | 2% | -19% | -9% | 4% | -6% | -2% | -12%
- O=C(COC(=O)c1ccc(O)cc1)Nc1cc(C(F)(F)F)ccc1Cl
→ 1% | 0% | 13% | -4% | -7% | -2% | 9% | -1%
- C=CCN(c1ccccc1Cl)S(=O)(=O)c1cc(C(=O)N2CCCC2)ccc1Cl
→ -1% | 0% | 4% | -3% | 1% | i | 0% | /
- O=C1CSC(c2ccc3c(c2)OCO3)N1c1ccc(Oc2ccccc2)cc1 (stereo not drawn)
→ 1% | -3% | -6% | -5% | 2% | i | -3% | 0%
- O=C(NC(=S)N(CCc1ccccc1)CCc1ccccc1)c1ccco1
→ 3% | -1% | -22% | 8% | 10% | -13% | -22% | -1%
- Cc1ccc(NC(=O)C2CCN(C(=O)NC3CCCCC3)CC2)cc1Cl
→ 2% | -1% | -4% | 1% | 6% | -4% | 1% | -2%
- CC(=O)Nc1ccc(S(=O)(=O)NCc2ccccn2)cc1
→ 7% | 0% | 2% | -1% | -4% | -3% | 7% | 4%
- CCN(CC)c1cccc(OCC(=O)N(C)CCC#N)c1
→ 144%[activator] | ? | -22% | -3% | 7% | -27% | -1% | 9%
- CCCCC(=O)N1CCN(c2ccc(OC)cc2[N+](=O)[O-])CC1
→ 3% | -1% | -10% | 0% | 2% | i | -4% | -1%
- O=C(Nc1ccc(F)cc1F)NC1CC(=O)N(Cc2ccccc2)C1 (stereo not drawn)
→ 46%[activator] | 2% | 1% | 2% | -6% | -10% | 9% | ?
- O=C(Cn1nc(C(F)(F)F)cc1C1CC1)Nc1ccccc1F
→ 6% | 1% | 0% | -1% | 7% | -2% | 9% | 7%
- CCOC(=O)N1CCC(NC(=O)CSCc2nc(-c3ccc(OC)c(OC)c3)oc2C)CC1
→ -1% | 0% | -6% | 9% | 3% | -2% | -2% | 7%

# Looked up above:
# In GoLoco inh red, `C=CCN(c1ccccc1Cl)S(=O)(=O)c1cc(C(=O)N2CCCC2)ccc1Cl` shows -1%
# In GoLoco inh red, `CCCCC(=O)N1CCN(c2ccc(OC)cc2[N+](=O)[O-])CC1` shows 3%
# In GAA glycogen mod, `CCOC(=O)N1CCC(NC(=O)CSCc2nc(-c3ccc(OC)c(OC)c3)oc2C)CC1` shows 3%
